HEK293 tox: cytotoxicity counter-screen for GLP-1 receptor inverse agonists. HEK293 cAMP-luciferase reporter cells, luminescence, 24 h. 0.13% of 410,000 active. Potency, µM (series often up to 38.3 µM), for the others: at the top dose activity change, negative = inhibition, most hits filed as inhibitors;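 further: loss of luciferase light is scored as toxicity; potency means the concentration at half of the fitted maximal effect; on the % scale 0 is the no-effect control and ±100 the full control effect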
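MLSMR compounds, 24 hr on cells at 37 deg C/5% CO2; luminescence after luciferase reagent (12 min RT). Inhibition counted as the undesired cytotoxic outcome.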
KB-V1 MDR tox: kills drug-selected multidrug resistant KB-V1 cells. Potency, µM (doses to about 46.1 µM), for the others: at the top dose activity change, negative = cytotoxicity, most hits filed as cytotoxic. KB-V1 MDR cells viability, CellTiter-Glo, 72 h. 3.4% of 400,000 active; further: potency means the concentration at half of the fitted maximal effect; on the % scale 0 is the no-effect control and ±100 the full control effect; nearly all actives have a fitted effect of over 60% in size
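Drug-selected KB-V1 cells, grown in DMEM lacking phenol red with 10% FBS, receive compound titrations; after three days at 37 degrees C, surviving cell ATP is quantified by CellTiter-Glo luminescence and responses normalized and curve-fitted.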
DRD3 antagonist: D3 dopamine receptor (human) antagonism. AID 652054. P35462. 2.5% of 360,000 active. D3R cells, DiscoveRx beta-arrestin luminescence, antagonist mode; stronger effect = lower value. max response, negative = inhibition, %; in the data active means max response below about -50%; inconclusive means no clear call, values can overlap the other calls; further: on the % scale 0 is the no-effect control and ±100 the full control effect; mostly tested at two doses, the higher about 12 µM
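Cells plated overnight at 1500 cells/well, then exposed to library compounds with dopamine controls for 90 minutes at 37 degrees C. DiscoveRx reagent added for 30–60 minutes at room temperature; luminescence read, quantitative HTS format.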
PTHR1 ag: activates the human parathyroid hormone receptor PTHR1; HEK293 GP2 PTHR1 cells, GloSensor cAMP luminescence, 1 h; Potency, µM (top dose mostly 115 µM), for inactives: at the top dose activation, hits mostly activators; 0.075% of 410,000 active; AID 743266; further: potency means the concentration at half of the fitted maximal effect; nearly all actives have a fitted effect of over 55% in size; some results filed as inactive show a strong effect at the top dose; inactives centre near -15; many of its hits are not listed in these tables
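HEK-293-derived GP2 cells expressing PTHR1 and a GloSensor cAMP reporter, 3,000/well, plated overnight, given luciferin plus IBMX (each 0.5 mM as added) for 1 h at 37 °C, then compound for 1 h at 37 °C. Luminescence was read after 15 min at room temperature.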
GLP1R ag: activates the human GLP-1 receptor; P43220; HEK293 GLP-1R CRE-luciferase, luminescence, 4-6 h; cells express a hypersensitive GLP-1R form; Potency, µM (highest dose often 45.6 µM), for inactives: at the top dose activation, actives largely listed as activators; 0.007% of 380,000 active; AID 624172; further: potency means the concentration at half of the fitted maximal effect; % of control where 0% means no effect
Target sequence (P43220 whole entry, looked up): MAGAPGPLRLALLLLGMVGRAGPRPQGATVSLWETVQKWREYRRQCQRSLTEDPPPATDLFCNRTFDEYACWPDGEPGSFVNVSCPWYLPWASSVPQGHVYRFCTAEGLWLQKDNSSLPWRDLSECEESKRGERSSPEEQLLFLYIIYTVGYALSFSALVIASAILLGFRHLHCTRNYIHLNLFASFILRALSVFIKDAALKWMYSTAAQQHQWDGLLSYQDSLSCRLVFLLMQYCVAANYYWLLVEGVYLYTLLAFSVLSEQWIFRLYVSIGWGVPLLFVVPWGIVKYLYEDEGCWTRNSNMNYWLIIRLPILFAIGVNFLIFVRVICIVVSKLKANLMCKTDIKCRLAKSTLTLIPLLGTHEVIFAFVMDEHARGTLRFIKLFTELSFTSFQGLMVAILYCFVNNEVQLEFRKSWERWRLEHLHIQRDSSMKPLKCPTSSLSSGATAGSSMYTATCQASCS
D3 ag: agonists of human D3 dopamine receptor. D3R DiscoveRx beta-arrestin cells, luminescence, 90 min. max activation, %. 0.58% of 410,000 active; in the data active means max activation above about 30%; further: 0% is about no effect; mostly tested at two doses, the higher about 12 µM
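Cells at 1500/well, incubated overnight, then treated with pinned compounds (dopamine as control) for 90 min at 37 degrees C. DiscoveRx reagent added for 30 - 60 minutes at room temperature; luminescence read.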
TDP43 rescue: rescues yeast growth from TDP-43 toxicity; TDP-43 expressing yeast growth rescue, BacTiter-Glo, 24 h; Potency, µM (series often up to 46.1 µM), for the others: top-dose growth rescue (activation), most hits filed as activators; 1.8% of 410,000 active; further: potency means the concentration at half of the fitted maximal effect; % of control where 0% means no effect; nearly all actives have a fitted effect of over 50% in size
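Growth rescue of TDP-43-toxic yeast measured as ATP luminescence (BacTiter-Glo). Cells grown to mid-log in raffinose, induced in galactose at OD600=0.02, exposed to compound 24 hr at 30 deg C.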
GLP-1R inv ag: GLP-1 receptor (human) inverse agonism; P43220; HEK293 GLP-1R CRE-luciferase, luminescence, 24 h; GLP-1R form is constitutively active; Potency, µM (series often up to 38.3 µM), for the others: at the top dose activity change, negative = inhibition, most hits filed as inhibitors; 1.6% of 410,000 active; further: potency means the concentration at half of the fitted maximal effect; on the % scale 0 is the no-effect control and ±100 the full control effect; nearly all actives have a fitted effect of over 55% in size
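Stable HEK293 clone (constitutively active GLP-1R + cAMP-response luciferase); 200 cells/uL plated, 12 h pre-culture, compound 24 hr, 37 deg C/5% CO2; detection reagent 12 min RT; luminescence.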
aSyn rescue: inhibitors of alpha-synuclein toxicity in yeast. Potency, µM (top dose mostly 46.1 µM), without a hit: at the highest dose growth rescue (activation), usual class: activators. 0.14% of 370,000 active. Yeast expressing alpha-synuclein, growth rescue, BacTiter-Glo, 24 h; further: potency means the concentration at half of the fitted maximal effect; % of control where 0% means no effect; nearly all actives have a fitted effect of over 65% in size
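Readout is rescue of growth in alpha-synuclein-expressing yeast, so inhibitors of toxicity appear as activators. Growth after 24 hr at 30 deg C in galactose medium is quantified by luminescence.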
Numbers without * were called inactive; i = inactive; ? = inconclusive; . = no result given; [ ] = remark or other dose. Unless noted, the call rests on the fitted dose curve; in most records, active means well fitted curve in the direction sought with a large enough effect; inconclusive means small, poorly fitted or top-dose-only effect, or another doubt; inactive means no such curve, though single readings can be large; an effect the other way counts as inactive or inconclusive. The list is partial; count on the stated rates, not on these rows.

Results follow in this order: HEK293 tox | KB-V1 MDR tox | DRD3 antagonist | PTHR1 ag | GLP1R ag | D3 ag | TDP43 rescue | GLP-1R inv ag | aSyn rescue
- CCN(CC)CCn1c(NC(=O)c2ccc(C(F)(F)F)cc2)nc2ccccc21
→ -30% | -12% | -54* | i | 5% | -11 | 15% | -24% | 6%
- CCOC(=O)N1CCN(C(=O)CCN2C(=O)/C(=C\c3cccc(OC)c3)SC2=S)CC1
→ 8% | ? | 1 | -14% | 2% | 5 | 4% | 18% | 5%
- CC(=O)COc1ccc2c(-c3ccccc3)cc(=O)oc2c1
→ -12%[1.53 µM] | -21% | -20 | -4% | 9% | -18 | -11% | 37%[activator] | 0%
- CCN(CC)C(=O)C1=C(C)N(Cc2ccccc2)C(=O)C(CC(=O)NCCN2CCOCC2)C1 (stereo not given)
→ 2% | 66% | 15 | -25% | -5% | 1 | 5% | 5% | 0%
- O=C(c1ccc(F)cc1)N1CCC(N2CCCCCC2)CC1
→ 9% | 2% | -17 | 4% | 4% | 0 | -21% | 9% | 1%
- O=C(COc1ccccc1F)Nc1ccc2c(c1)OCCO2
→ 12% | 18% | 8 | -15% | 14% | -7 | 18% | 9% | -6%
- C[C@@H]1CN([C@H](C)CO)C(=O)CCCn2nncc2CO[C@@H]1CN(C)C(=O)Nc1cccc2ccccc12
→ -2% | ? | 13 | -22% | 4% | 4 | 15% | 9% | 1%
- OC(COc1ccc(OCC(O)CN2CCN(Cc3ccccc3)CC2)cc1)CN1CCN(Cc2ccccc2)CC1 (stereo not given)
→ -2% | ? | ? | ? | 7% | -2 | -23% | ? | -2%
- COc1ccc([C@@H]2CC=C(C(=O)O)[C@H](c3ccccc3F)N2S(=O)(=O)c2ccccc2C)cc1
→ -10% | ? | -5 | i | -5% | 21 | 0% | -33% | -13%
- CSc1ccc(CN2CCC(C)(Oc3ccc(CC#N)cc3)C2)cc1 (stereo not given)
→ -19% | 0% | -27 | i | 7% | -14 | -4% | ? | -6%
- CCOc1ccc(NC(=S)NC(=O)/C=C/c2ccc(OC)cc2)c([N+](=O)[O-])c1
→ 18% | -18% | 3 | -3% | 3% | 4 | -5% | 10% | 7%
- CCCCCCc1c(O)nc(SCC(=O)O)[nH]c1=O
→ 0% | ? | 17 | -53%[inhibitor] | 1% | -5 | 25% | 0% | 1%
- Nc1ncc(S(=O)(=O)NCc2ccc(F)cc2)cn1
→ 3% | . | . | 2% | . | 7 | 18% | -3% | .
- CCCNC(=O)C1(C)CCCN(Cc2ccc(-c3ccccc3)o2)C1 (stereo not given)
→ 1% | -17% | 9 | -3% | -2% | -2 | -5% | ? | 10%
- CSc1ccccc1C(=O)C1CCCN(Cc2c(C)n(C)n(-c3ccccc3)c2=O)C1 (stereo not given)
→ -11% | -35% | 0 | 15% | 6% | -21 | -2% | ? | -12%

Continuation:
canonical_smiles,HEK293 tox,KB-V1 MDR tox,DRD3 antagonist,PTHR1 ag,GLP1R ag,D3 ag,TDP43 rescue,GLP-1R inv ag,aSyn rescue
CCc1n(CC(O)COC2CCCCC2)c2ccccc2[n+]1C (stereo not given),-7%,?,-14,i,-1%,-16,-5%,-7%,-1%
CCN1CCN(C(=O)c2ccc3c(c2)S(=O)(=O)c2ccccc2C3=O)CC1,-4%,-2%,21,-40%[inhibitor],11%,3,9%,30%[activator],-4%
CCC(=O)N1CCCc2cc(S(=O)(=O)N3CCN(c4ccccn4)CC3)ccc21,-2%,?,7,?,29%,0,-18%,-18%,-2%
COc1ccc(C2=NN(C(=O)CCCC(=O)O)C(c3cn(-c4ccccc4)nc3-c3ccccc3)C2)cc1 (stereo not given),-2%,?,12,-57%[inhibitor],-1%,4,-31%[inhibitor],0%,2%

Ordered by SMILES length (rising): part of the list above.
canonical_smiles,HEK293 tox,KB-V1 MDR tox,DRD3 antagonist,PTHR1 ag,GLP1R ag,D3 ag,TDP43 rescue,GLP-1R inv ag,aSyn rescue
O=C(COc1ccccc1F)Nc1ccc2c(c1)OCCO2,12%,18%,8,-15%,14%,-7,18%,9%,-6%
O=C(c1ccc(F)cc1)N1CCC(N2CCCCCC2)CC1,9%,2%,-17,4%,4%,0,-21%,9%,1%
CC(=O)COc1ccc2c(-c3ccccc3)cc(=O)oc2c1,-12%[1.53 µM],-21%,-20,-4%,9%,-18,-11%,37%[activator],0%
CSc1ccc(CN2CCC(C)(Oc3ccc(CC#N)cc3)C2)cc1 (stereo not given),-19%,0%,-27,i,7%,-14,-4%,?,-6%
CCN1CCN(C(=O)c2ccc3c(c2)S(=O)(=O)c2ccccc2C3=O)CC1,-4%,-2%,21,-40%[inhibitor],11%,3,9%,30%[activator],-4%
CCOc1ccc(NC(=S)NC(=O)/C=C/c2ccc(OC)cc2)c([N+](=O)[O-])c1,18%,-18%,3,-3%,3%,4,-5%,10%,7%
OC(COc1ccc(OCC(O)CN2CCN(Cc3ccccc3)CC2)cc1)CN1CCN(Cc2ccccc2)CC1 (stereo not given),-2%,?,?,?,7%,-2,-23%,?,-2%
COc1ccc([C@@H]2CC=C(C(=O)O)[C@H](c3ccccc3F)N2S(=O)(=O)c2ccccc2C)cc1,-10%,?,-5,i,-5%,21,0%,-33%,-13%
C[C@@H]1CN([C@H](C)CO)C(=O)CCCn2nncc2CO[C@@H]1CN(C)C(=O)Nc1cccc2ccccc12,-2%,?,13,-22%,4%,4,15%,9%,1%
